Compound activity from PubChem BioAssay.
SR-BI DiI-HDL act: enhances SR-BI lipid uptake from DiI-HDL. CHO ldlA[mSR-BI] cells, DiI-HDL uptake fluorescence, 3 h; 100 = double the neutral-control signal. activation, % at 12.5 µM. 320,000 tested, 0.096% active;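 active means mean replicate activation of at least 60% and every replicate at or above 60%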;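 further: 0% = median plate neutral-control signal and 100% = twice that signal; values of inactives mirror those of a sister screen read the other way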
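Test system: SR-BI-overexpressing, LDLR-lacking CHO cells; Also added: labelled HDL, 10 µg/mL; Measured by: bottom-read cell fluorescence after medium removal, ex 550/em 595 nm; Timing: 3 h uptake period with compound, 37 °C; Buffer or medium: F12, 0.5% BSA, 25 mM HEPES; Doses: single compound concentration, delivered by pin transfer.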
SR-BI HDL uptake: blocks mouse SR-BI lipid uptake from DiI-HDL; Q61009; ldlA[mSR-BI] CHO cells, DiI-HDL uptake fluorescence, 3 h; inhibition, % at 12.5 µM; 320,000 tested, 0.96% active;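 active means mean replicate inhibition of at least 70% and a set share of replicates each scoring 70 or more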;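 further: 0% = median of neutral control wells and 100% = median of positive control wells; values of inactives mirror those of a sister screen read the other way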
NSD2 inh: inhibitors of human histone methyltransferase NSD2; O96028; NSD2 peptide methylation, AlphaScreen, 120 min; inhibition, % at 12.5 µM; 310,000 tested, 0.54% active; in the data active means inhibition above about 50%
Arr AP2 block: blocks beta-arrestin peptide binding to AP2 adaptin; FITC-arrestin peptide / GST-AP2 beads, flow cytometry; AP2 beta2 appendage carries R879A mutation; 340,000 tested, 0.31% active; AID 504490; inhibition, % at 10 µM;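 active means inhibition above a set limit, near 3 SD of compounds lacking own fluorescence, cut at about 54% in these data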;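 further: plate controls were DMSO wells for no effect and 5 µM unlabelled arrestin peptide for full effect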
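System: GST-AP2 R879A glutathione beads. Medium: PBS with 0.05% Tween 20 and 0.1% BSA. Also added: FITC-arrestin peptide, 50 nM. Incubation: 12 min plus 1 h, RT. Measured by: high-throughput flow cytometry of beads, ex 488, em 535 nm. Evaluation: percent drop in bead-associated FITC signal.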
Keap1-Nrf2 PPI: inhibitors of human Keap1-Nrf2 protein-protein interaction. Keap1 Kelch-Nrf2 peptide fluorescence polarization, 1536-well. inhibition, % at 9.4 µM. 340,000 tested, 0.15% active; in the data active means inhibition above about 12%;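 further: human Keap1 Kelch domain with fluorescein labeled Nrf2 9mer peptide probe; 0% = neutral control wells and 100% = peptide positive control; higher means more block of Keap1 binding to Nrf2 peptide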
Target sequence (Q14145 whole entry, looked up, the tested form may be a part): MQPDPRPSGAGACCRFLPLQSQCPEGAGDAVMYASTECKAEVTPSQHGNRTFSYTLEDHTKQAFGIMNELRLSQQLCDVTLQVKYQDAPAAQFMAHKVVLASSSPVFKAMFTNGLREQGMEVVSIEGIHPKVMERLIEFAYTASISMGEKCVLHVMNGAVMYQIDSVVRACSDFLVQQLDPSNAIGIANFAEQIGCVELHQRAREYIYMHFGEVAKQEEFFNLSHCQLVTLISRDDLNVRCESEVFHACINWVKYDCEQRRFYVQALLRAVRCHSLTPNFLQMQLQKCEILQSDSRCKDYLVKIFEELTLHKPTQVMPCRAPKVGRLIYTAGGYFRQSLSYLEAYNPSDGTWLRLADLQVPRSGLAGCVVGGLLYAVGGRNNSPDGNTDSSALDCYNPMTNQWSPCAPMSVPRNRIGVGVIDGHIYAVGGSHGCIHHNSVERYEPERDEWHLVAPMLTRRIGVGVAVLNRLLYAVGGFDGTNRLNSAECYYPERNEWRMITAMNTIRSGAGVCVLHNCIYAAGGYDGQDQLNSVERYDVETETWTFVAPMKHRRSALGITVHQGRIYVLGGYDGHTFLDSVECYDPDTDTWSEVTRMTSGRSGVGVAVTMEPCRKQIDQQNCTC
DAGLB inhibitor: diacylglycerol lipase beta (human) inhibition. HEK293T DAGLB membrane lysate, EnzChek fluorogenic substrate. inhibition, % at 5.17 µM. Q8NCG7. 340,000 tested, 0.059% active. AID 504411; in the data active means inhibition above about 34%;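 further: 0% = enzyme with vehicle and 100% = wells lacking enzyme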
PKA-R2B act: activators of human PKA-R2B complex; P22694+P31323; PKA-R2B holoenzyme dissociation, Cy5-IP20 fluorescence polarization; R2B truncated from residue 108, S112A mutant; 0% DMSO only, 100% 113 µM cGMP; activation, % at 11.4 µM; 340,000 tested, 0.079% active;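 active means activation above a cutoff set at the mean over all compounds plus 3 SD, cut at about 18% in these data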;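 further: higher means more holoenzyme dissociation and a rise in polarization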
Target sequence (P31323 whole entry, looked up, other chains not shown, the tested form may be a part): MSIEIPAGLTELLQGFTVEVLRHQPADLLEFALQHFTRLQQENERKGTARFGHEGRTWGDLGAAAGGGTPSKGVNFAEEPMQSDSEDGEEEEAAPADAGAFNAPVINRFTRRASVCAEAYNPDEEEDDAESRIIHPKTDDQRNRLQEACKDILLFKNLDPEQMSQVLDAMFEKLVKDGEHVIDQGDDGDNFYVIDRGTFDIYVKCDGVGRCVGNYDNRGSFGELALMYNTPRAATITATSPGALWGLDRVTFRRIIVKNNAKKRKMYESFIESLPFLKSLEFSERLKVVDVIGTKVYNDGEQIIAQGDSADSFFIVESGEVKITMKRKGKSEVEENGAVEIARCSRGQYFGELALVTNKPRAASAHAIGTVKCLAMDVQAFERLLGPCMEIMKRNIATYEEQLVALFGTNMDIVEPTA
PvdQ acylase: P. aeruginosa PvdQ acylase inhibition. purified PvdQ acylase, fluorescence plate reader. inhibition, % at 10 µM. 340,000 tested, 0.063% active; in the data active means inhibition above about 30%, passing the limit was not always enough;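 further: 0% = vehicle neutral wells and 100% = reference inhibitor wells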
C-LANA FP: blocks KSHV LANA C-terminal domain binding to DNA | 340,000 tested, 0.078% active | inhibition, % at 9 µM | MBP-C-LANA/FAM-LBS DNA binding, fluorescence polarization;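 active means highest replicate inhibition at or above 60% at 9 µM, even if other replicates fall short; inactive means all replicates below 60% inhibition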;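 further: 0% = neutral control wells and 100% = 4 µM acridine orange control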
RTF Ca sens inh: cardiac RTF calcium desensitization. 340,000 tested, 0.12% active. P19429+P45379. inhibition, % at 7.15 µM. IANBD-labeled cardiac RTF, Ca2+ fluorescence;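 active means inhibition above the mean inhibition of all tested compounds plus 3 SD, cut at about 17% in these data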;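 further: assay run at fixed EC70 calcium of 1.6 mM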
Numbers without * were called inactive; x = no result given; & = joins results of further samples.

No.	Compound	SR-BI DiI-HDL act	SR-BI HDL uptake	NSD2 inh	Arr AP2 block	Keap1-Nrf2 PPI	DAGLB inhibitor	PKA-R2B act	PvdQ acylase	C-LANA FP	RTF Ca sens inh
1	COc1ccc2cc(C(=O)C3CCCN(Cc4cccc(C)n4)C3)ccc2c1 (centres undefined)	-6	6	3	7	-4	-1	6	-4	-0.4	-6
2	COc1ccc(-c2nnn(CC(=O)N(CC(=O)NC3CCCC3)c3cccc(C)c3)n2)cc1OC	-83	83*	-1	0	0	-4	2	-9	0.3	-1
3	NC(N)=NN=C1c2ccccc2-c2ccccc21	10	-10	7	-210	-3	0	1	-13	3.1	-12
4	Cc1ccc(C)c2nc3sc(C(=O)O)cc3cc12	16	-16	0	11	-3	x	x	-8	1.4	x
5	CCOc1ccc(NC(=O)Cc2ccc(S(=O)(=O)N3CCCCC3)cc2)cc1OCC	-25	25	-11	-12	-3	-1	-10	-26	0.6	2
6	COc1ccc(CCNc2nc(-c3cccnc3)cs2)cc1OC	-3	3	-1	21	4	-1	-3	8	0.4	5
7	CCCCN=c1scc(-c2ccc3c(c2)NC(=O)CO3)n1N=C1CCCC1	-43	43	8	-6	-4	6	-14	-4	-0.9	-9
8	Cc1sc2ncnc(N3CCC(C(=O)Nc4ccc(S(N)(=O)=O)cc4)CC3)c2c1C	-24	24	0	3	2	2	-4	-5	-1.1	3

Following part.
No.	Compound	SR-BI DiI-HDL act	SR-BI HDL uptake	NSD2 inh	Arr AP2 block	Keap1-Nrf2 PPI	DAGLB inhibitor	PKA-R2B act	PvdQ acylase	C-LANA FP	RTF Ca sens inh
9	CC1CCN(CCCNc2cc(NCCO)c([N+](=O)[O-])c3nonc23)CC1	9	-9	1	10	-1	2	-4	-9	-0.6	-8
10	CCOC(=O)C1CCN(Cc2cc(C(C)(C)C)c(O)c(C(C)(C)C)c2)CC1	6	-6	5	0	-7	-5	6	-8	0.1	-3
11	O=C(Cc1ccccc1)Nc1cccc(NC(=O)c2ccccc2)c1	-23	23	0	25	5	-3	-3	0	0.1	0
12	COc1ccc(N(C(=O)c2snc(C(N)=O)c2N)C(C(=O)NC2CCCC2)c2ccc(OC)c(OC)c2)cc1 (centres undefined)	x	x	-1	-9	-3	0	1	-7	-1.1	-15
13	Cc1ccc(CCNC(=O)c2cccc(N3CCCC3=O)c2)cc1	22	-22	2	6	0	0	3	1	0.1	3
14	O=C(Nc1nnc(SCC(=O)N2CCCCC2)s1)c1c(F)cccc1F	19	-19	-1	5	-5	3	3	9	-2.7	-4
15	COc1ccc(C(=O)NCCCn2ccnc2)cc1[N+](=O)[O-]	18	-18	-4	-5	0	1	-7	-13	-1.4	-3
16	CC(O)c1nc2ccccc2n1CC(=O)Nc1ccc(F)cc1Cl (centres undefined)	16	-16	-2	0	-3	-1	4	-13	0.4	-7

(next part)
No.	Compound	SR-BI DiI-HDL act	SR-BI HDL uptake	NSD2 inh	Arr AP2 block	Keap1-Nrf2 PPI	DAGLB inhibitor	PKA-R2B act	PvdQ acylase	C-LANA FP	RTF Ca sens inh
17	COc1ccc(N2CCN(S(=O)(=O)c3ccc(-c4cnc(C5CC5)o4)cc3)CC2)cc1	-6	6	1	-1	-1	2	-3	-9	-0.2	-3
18	Cc1cc(C)cc(NC(=S)Nc2ccccn2)c1	-17	17	-1	12	-7	-2	4	0	-0.1	-18
19	CCOCCCNC(=O)C(c1ccc(Cl)cc1)N1CCN(c2ccccc2)CC1 (centres undefined)	8	-8	x	0	-9	-2	7	-13	0.3	-12
20	C=CCNC(=O)CSc1nc2sc3c(c2c(=O)n1CCCOC)CCC3	-10	10	4	6	-6	1	-1	12	1.6	3
21	Cc1ccc(C(=O)NCC(=O)NCC(=O)OCc2ccc(Oc3ccc([N+](=O)[O-])cc3)cc2)cc1	-27	27	-3	4	2	-2	3	-9	2.5	4
22	O=C(Cn1ncc2c3ccccc3n(Cc3ccccc3F)c2c1=O)NC1CC1	3	-3	21	0	-1	0	6	-6	1.8	-6
23	O=C(CCSCCC(=O)NCc1ccccc1)NCc1ccccc1	8	-8	2	-2	-7	0	-6	-17	1.4	3
24	O=C(NC1CCCC1)C(c1cccnc1)N(Cc1ccccc1)C(=O)c1csnn1 (centres undefined)	10	-10	4	-3	-1	1	4	-13	0.1	0

An excerpt of these results, with two lines to a compound:
Each structure is followed by: SR-BI DiI-HDL act, SR-BI HDL uptake, NSD2 inh, Arr AP2 block, Keap1-Nrf2 PPI, DAGLB inhibitor, PKA-R2B act, PvdQ acylase, C-LANA FP, RTF Ca sens inh
10) CCOC(=O)C1CCN(Cc2cc(C(C)(C)C)c(O)c(C(C)(C)C)c2)CC1
 : 6, -6, 5, 0, -7, -5, 6, -8, 0.1, -3
11) O=C(Cc1ccccc1)Nc1cccc(NC(=O)c2ccccc2)c1
 : -23, 23, 0, 25, 5, -3, -3, 0, 0.1, 0
12) COc1ccc(N(C(=O)c2snc(C(N)=O)c2N)C(C(=O)NC2CCCC2)c2ccc(OC)c(OC)c2)cc1 (centres undefined)
 : x, x, -1, -9, -3, 0, 1, -7, -1.1, -15

New compounds follow
No.	Compound	SR-BI DiI-HDL act	SR-BI HDL uptake	NSD2 inh	Arr AP2 block	Keap1-Nrf2 PPI	DAGLB inhibitor	PKA-R2B act	PvdQ acylase	C-LANA FP	RTF Ca sens inh
25	O=C(C=C1CCN(c2ncc(C(F)(F)F)cc2Cl)CC1)NNC(=O)Nc1ccc(Cl)cc1	x	x	-1	2	3	1	10	-11	0.9	-3
26	COc1ccc(Cl)cc1NC(=O)CC(C)c1ccccc1 (centres undefined)	-37	37	-7	14	0	-5	-2	-17	-1.3	-5
27	COc1ccc(-c2c(C#N)c(N)nc3sc(C(=O)c4ccccc4)c(N)c23)cc1	-31	31	-4	4	-8	-2	-6	-3	2.4	-19
28	O=C(O)c1ccc(CSCc2ccco2)cc1	6	-6	2	-4	-3	-1	-9	-1	2.0	-7
29	CSc1cccc(NC(=O)c2cc(S(=O)(=O)N3CCc4ccccc43)cn2C)c1	-67	67	x	0	-2	-12	-4	0	0.5	-1
30	CCCC(C)NS(=O)(=O)c1ccccc1 (centres undefined)	-13	13	-2	-5	-5	-2	6	-3	0.7	1
31	CN(C)C(=O)Cn1cnc2c(cnn2-c2ccccc2Cl)c1=O	29	-29	0	21	1	2	6	-3	0.6	-7
32	O=C(/C=C/c1cccs1)Nc1nncs1	x	x	-2	7	-1	1	2	-16	1.8	-3

Next part.
No.	Compound	SR-BI DiI-HDL act	SR-BI HDL uptake	NSD2 inh	Arr AP2 block	Keap1-Nrf2 PPI	DAGLB inhibitor	PKA-R2B act	PvdQ acylase	C-LANA FP	RTF Ca sens inh
33	O=[N+]([O-])c1ccc2c(c1)c(-c1ccccc1)nc1nncn12	17	-17	0	4	-3	2	-12	-3	-0.4	-11
34	Cc1ccc(S(=O)(=O)NCc2ccc(C(=O)NC3CCC(O)CC3)cc2)cc1C (centres undefined)	-9	9	-3	2	1	-11	-16	2	-1.2	-1
35	COC(=O)[C@@H]1C[C@]2(OC(=O)c3ccccc3)C=CC(=O)C[C@@H]2N1C(=O)OCc1ccccc1	6	-6	x	-2	-10	7	-1	-12	-0.4	-4
36	COc1ccc(S(=O)(=O)N2CCN(C(=O)c3c(-c4ccccc4)noc3C)CC2)cc1	19	-19	x	-1	-4	-2	-5	-20	1.1	-5
37	Cc1c(NC(=O)c2cccs2)cccc1-c1nc2ccccc2s1	22	-22	4	-1	1	-4	5	-13	-0.8	-27
38	C[C@]12C=CC(=O)C=C1CC[C@@H]1[C@@H]2C(=O)C[C@@]2(C)[C@H]1CC[C@]2(O)C(=O)CO	1&9	-1&-9	x	1&7	-3&-3	0&-2	-8&-6	-11&3	-0.2&1.2	5&-4
39	Cc1ccc(S(=O)(=O)NCC(=O)N2CCOCC2)cc1	6	-6	x	-7	-2	1	2	-5	0.1	-1
40	CS(=O)(=O)N(CC(=O)NCCSCc1cccc(Cl)c1)c1ccc(F)cc1	2	-2	0	4	-1	0	9	-15	12	-8

(continued)
No.	Compound	SR-BI DiI-HDL act	SR-BI HDL uptake	NSD2 inh	Arr AP2 block	Keap1-Nrf2 PPI	DAGLB inhibitor	PKA-R2B act	PvdQ acylase	C-LANA FP	RTF Ca sens inh
41	Cc1ccccc1C(=O)NC(NCC1CCCO1)C(Cl)(Cl)Cl (centres undefined)	0	0	-2	-10	-4	1	4	-19	-0.2	9
42	Cc1cc(C)n(CCNC(=O)c2cc(COc3ccc4ncccc4c3)on2)n1	x	x	1	-3	-5	1	4	2	1.8	-7
43	CCOc1ccc(NC(=O)CN2CCN(c3ccc(F)cc3)CC2)cc1	38	-38	0	-2	-4	-4	5	-22	0.1	-7
44	CCCC(=O)Nc1nc2nc(-c3ccccc3)cc(-c3ccccc3)n2n1	-16	16	x	-4	-2	-1	-16	16	-1.5	-19
45	C=CCNC(=S)Nc1ccc2nc(C)oc2c1	x	x	-3	15	-5	1	-9	3	1.2	-9
46	Nc1nc2ccc(-c3nc4ccccc4o3)cc2s1	-5	5	0	-1	-4	0	-1	-23	0.7	-7

Entries of single compounds, quoted from the list:
Cc1ccccc1C(=O)NC(NCC1CCCO1)C(Cl)(Cl)Cl (centres undefined) in the list: SR-BI DiI-HDL act = 0; SR-BI HDL uptake = 0; NSD2 inh = -2; Arr AP2 block = -10; Keap1-Nrf2 PPI = -4; DAGLB inhibitor = 1; PKA-R2B act = 4; PvdQ acylase = -19; C-LANA FP = -0.2; RTF Ca sens inh = 9
Cc1cc(C)n(CCNC(=O)c2cc(COc3ccc4ncccc4c3)on2)n1 in the list: SR-BI DiI-HDL act = x; SR-BI HDL uptake = x; NSD2 inh = 1; Arr AP2 block = -3; Keap1-Nrf2 PPI = -5; DAGLB inhibitor = 1; PKA-R2B act = 4; PvdQ acylase = 2; C-LANA FP = 1.8; RTF Ca sens inh = -7

Compounds as they come; any-hit rate near 2.1%.
